Assay outcomes: PubChem BioAssay, National Center for Advancing Translational Sciences (NCATS)
RXFP1 antagonist: qHTS Assay for Antagonists of the Relaxin Receptor RXFP1; Relaxin receptor 1 (Homo sapiens), Q9HBX9; HEK293-RXFP1, relaxin-stimulated cAMP HTRF, 30 min; active compounds read low; activity change, negative = inhibition, % at 57.5 µM; actives 0.59% (n = 350,000);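 active = activity change of -60% or lower, but not beyond a set lower limit; inconclusive = change between -60% and -40%, or beyond the set limit; inactive = change above -40%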; note: % is set by controls: 0 for no effect and ±100 for the full control effect
D1 antagonist: Antagonist of Human D 1 Dopamine Receptor: qHTS. HEK293 TREx D1 cells, calcium flux, dopamine EC80; active compounds read low. activity change, negative = inhibition, % at 10 µM. actives 3.2% (n = 360,000). AID 504652, 2011; in the data active = activity change below about -30%; note: % is set by controls: 0 for no effect and ±100 for the full control effect
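Using tetracycline-induced force-coupled D1 Hek293 cells and a calcium dye, signals were followed for 180 s after compound, then for 180 s after EC80 dopamine, to detect inhibitors.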
D1 PAM: Potentiators of Human D1 Dopamine Receptor: qHTS. D(1A) dopamine receptor (Homo sapiens), P21728. HEK293 TREx D1 cells, calcium flux, dopamine EC20 potentiation. potentiation, % at 10 µM. actives 0.036% (n = 360,000). AID 504651, 2011; in the data active = potentiation above about 30%; note: 0% is about no effect
D2 agonist: HTS Assay for Allosteric Agonists of the Human D2 Dopamine Receptor: Primary Screen for Agonists; D(2) dopamine receptor (Homo sapiens), P14416; HEK293 T-REx D2 cells, calcium flux agonist mode; activation, % at 2 µM; actives 0.53% (n = 340,000);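 active = activation over 3 SD above normal in the single-dose calcium agonist read, cut at about 30% in these data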; note: 0% is about no effect
Target sequence (P14416 whole entry, looked up): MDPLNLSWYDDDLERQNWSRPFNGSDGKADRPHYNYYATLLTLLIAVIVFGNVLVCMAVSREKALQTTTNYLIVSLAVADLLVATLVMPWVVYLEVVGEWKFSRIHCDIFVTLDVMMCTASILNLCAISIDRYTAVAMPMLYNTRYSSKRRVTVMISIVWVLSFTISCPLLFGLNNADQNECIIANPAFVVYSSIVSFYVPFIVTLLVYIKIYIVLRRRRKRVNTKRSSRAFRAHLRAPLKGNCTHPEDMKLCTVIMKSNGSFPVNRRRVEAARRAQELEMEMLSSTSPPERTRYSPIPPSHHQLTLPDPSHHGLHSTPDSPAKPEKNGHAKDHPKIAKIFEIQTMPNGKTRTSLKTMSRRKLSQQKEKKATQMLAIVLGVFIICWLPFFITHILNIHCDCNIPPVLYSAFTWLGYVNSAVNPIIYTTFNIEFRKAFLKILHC
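In this primary screen, compounds producing a positive calcium signal within 180 s of addition to tetracycline-induced, force-coupled HEK293 Trex D2 cells are flagged; cells are dye-loaded with a no-wash calcium kit beforehand.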
TRHR agonist: qHTS for Small Molecule Agonists and Allosteric Enhancers of Human TRH Receptor: Primary Screen for Agonists; AID 493084, 2011; actives 0.18% (n = 360,000); activation, % at 2 µM; TRHR cells, calcium flux fluo-8, FDSS agonist mode; note: 0% is about no effect
Target sequence (P34981 whole entry, looked up): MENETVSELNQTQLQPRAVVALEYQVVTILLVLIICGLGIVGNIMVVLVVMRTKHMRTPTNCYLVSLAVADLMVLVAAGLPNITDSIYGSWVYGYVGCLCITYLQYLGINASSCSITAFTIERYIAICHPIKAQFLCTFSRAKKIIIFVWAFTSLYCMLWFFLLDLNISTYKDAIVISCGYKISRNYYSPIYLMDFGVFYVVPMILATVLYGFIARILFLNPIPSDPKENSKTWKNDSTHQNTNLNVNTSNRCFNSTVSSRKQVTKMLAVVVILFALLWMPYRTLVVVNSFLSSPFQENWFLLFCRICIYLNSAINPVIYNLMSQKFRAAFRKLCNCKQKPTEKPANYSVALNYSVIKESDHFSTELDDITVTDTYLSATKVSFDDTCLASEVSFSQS
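Steps: seed TRHR cells overnight; add fluo-8 no-wash Ca dye, RT 30 min–1.5 h; record 10 s baseline; pin-transfer compounds; monitor fluorescence 1 cycle/s for the agonist window. Calcium increases flag candidate agonists.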
D2 antag: HTS Assay for Allosteric Antagonists of the Human D2 Dopamine Receptor: Primary Screen for Antagonists; HEK293 TREx D2 cells, calcium flux, dopamine EC80; actives 2% (n = 340,000); AID 485344, 2010; inhibition, % at 10 µM; in the data active = inhibition above about 30%; note: 0% is about no effect
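Antagonism is scored as inhibition of an EC80 dopamine-evoked calcium signal in a force-coupled, tetracycline-inducible HEK293 T-REx D2 line, with compound present 180 s before agonist.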
TRHR PAM: qHTS for Small Molecule Agonists and Allosteric Enhancers of Human TRH Receptor: Primary Screen for Enhancers | actives 0.66% (n = 360,000) | Thyrotropin-releasing hormone receptor (Homo sapiens), P34981 | TRHR cells, fluo-8 calcium fluorescence, EC20 TRH enhancement | enhancement, % at 2 µM; in the data active = enhancement above about 30%; note: 0% is about no effect
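TRHR-expressing cells loaded with fluo-8 calcium dye were read kinetically (ex 480/em 530) during compound addition, then stimulated with an EC20 of TRH (10 nM final). Enhancement of the Gq-mediated intracellular calcium response was scored.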
D2 PAM: HTS Assay for Positive Allosteric Modulators of the Human D2 Dopamine Receptor: Primary Screen for Potentiators; HEK293 T-REx D2, calcium flux, EC20 dopamine potentiation; potentiation, % at 10 µM; actives 0.34% (n = 340,000); AID 485347, 2010;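 active = potentiation over 3 SD above the plate norm, cut at about 30% in these data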; note: 0% is about no effect
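Calcium flux readout, no-wash dye, 1 read/s. Inducible HEK293 Trex D2 line, overnight 30 C. Compound alone 180 s (agonist flags), then EC20 dopamine, another 180 s to score potentiation.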
D1 ag: Allosteric Agonists of the Human D1 Dopamine Receptor: qHTS. D(1A) dopamine receptor (Homo sapiens), P21728. HEK293 T-REx D1 cells, calcium flux, agonist mode. activation, % at 2 µM. actives 1% (n = 360,000). AID 504660, 2011; note: 0% is about no effect
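Tetracycline-induced HEK293 TREx D1 cells, force-coupled to calcium signalling, were dye-loaded with a no-wash calcium kit. Compound was pin-added after a 10 s baseline. Fluorescence was read kinetically at 1 cycle/s for 180 s, with calcium rises flagged as agonism.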
* hit, by the source's call; ? = inconclusive; nt = no result given; & = joins results of further samples. Cut-off read from the data, not from the text of the source, unless noted: active = activation above about 30%; inactive = the rest.

SMILES	RXFP1 antagonist	D1 antagonist	D1 PAM	D2 agonist	TRHR agonist	D2 antag	TRHR PAM	D2 PAM	D1 ag
CC(=O)NC(Cc1ccc(C)cc1)C(=O)NC1CCN(c2ncccc2[N+](=O)[O-])CC1 (stereo not drawn)	-11	-13	2	0.6	-0.2	-1	-1	-4	0
Cc1ccc2nc(NC(=O)C3CCN(S(=O)(=O)c4cccc5nsnc45)CC3)sc2c1	-2	-3	-2	0.5	0.8	7	11	-6	2
CCCc1nnc(NC(=O)CCC(=O)NC2CCCc3ccccc32)s1 (stereo not drawn)	-11	8	6	0.6	0.0	-2	3	4	16
COc1ccc(NC(=O)C2CCN(S(=O)(=O)c3ccc4c(c3)CC(C)N4C(C)=O)CC2)c(OC)c1 (stereo not drawn)	?	3	-1	-1.0	-0.3	14	6	1	1
CC1(C)CC(=O)c2sc(NC(=O)C3CC3)nc2C1	nt	-26	nt	-0.1	-0.5	-9	18	-1	1
CCCOC(=O)N[C@@H]1C(=O)N2C(C(=O)OCCC)=C(C)CS[C@H]12	nt	-15	-3	-0.5	0.1	-10	-1	-13	-1
Cc1nnc2c(NC3CCCCC3)nc3ccccc3n12	12	2	4	-0.6	-0.6	-8	-2	16	1
O=C(Nc1ccccc1C(=O)Nc1nncs1)c1ccccc1	4	-20	-5	1.4	0.5	3	-6	-7	14
CCN1CCN(CCCNC(=O)c2cnn(-c3ccc(OC)cc3)c2C2CCN(C(=O)OC(C)(C)C)CC2)CC1	-13	4	2	1.7	0.9	nt	9	2	1
N/C(=N\OC(=O)COc1ccc2ccccc2c1)c1ccccn1	6	-53*	-5	nt	0.5	nt	2	nt	7
Cc1ccc(NC(=O)c2onc(C)c2Cl)cc1	nt	-4	nt	0.4	0.0	-12	-2	-3	0
COc1ccc(CCNC(=O)C2CCCN(S(=O)(=O)c3ccc(F)cc3)C2)cc1 (stereo not drawn)	-2	-3	-1	0.9	-0.7	-7	-13	-1	2
O=c1oc(C2(O)CCCCC2)cc2ccc(Br)cc12	nt	nt	-1	0.2	-0.3	-2	7	-11	1
CC(OC(=O)c1cc2c(ccc3ccccc32)oc1=O)c1nc2ccccc2s1 (stereo not drawn)	-5	10	-8	-0.4	-1.1	-17	-2	-3	1
O=C(CCN1C(=O)c2ccccc2C1=O)N(CCO)Cc1ccccc1	-3	-5	0	0.4	0.8	-16	8	2	3
Cc1ccc(NC(=O)/C=C/c2ccco2)cc1F	-26	-11	-3	0.1	-0.5	nt	-3	-14	0
CC(C)Oc1ccc(OCCn2c(=S)[nH]c3c(N)ncnc32)cc1	1	0	0	0.8	0.0	-2	1	nt	2
Cc1ccc(NC(=O)c2sc(N)nc2-c2ccccc2)cc1C	-20	5	1	1.2	1.1	2	8	16	2
COc1ccc(NC(=O)c2ccc(C#N)cc2)cc1NS(=O)(=O)c1ccc(F)cc1	3	-8	1	nt	-0.1	nt	1	nt	2
COc1cc(NC(=O)c2ccco2)c(OC)cc1NC(=O)CSc1nnc(-c2cccs2)n1C	10	-5	2	-1.0	-1.2	-17	-1	-3	3
Cc1ccc(OCc2nnc(SCC(=O)Nc3nccs3)n2-c2ccccc2)cc1C	-4	5	-3	-0.3	0.5	-9	-7	-13	0
O=S(=O)(Nc1nc2c(s1)CCCC2)c1ccc2ccccc2c1	-21	1	-3	0.0	-0.6	11	-2	-7	-1
O=[N+]([O-])c1ccc(-c2nnc(-c3ccccc3)c(NCCCO)n2)cc1	-2	-25	9	-0.4	-0.2	-4	-1	4	0
COC(=O)c1ccc(CSc2nnc3n(Cc4ccccc4OC)c(=O)c4ccccc4n23)o1	4	-16	-6	0.0	0.3	-32	5	5	4
C/C=C/C(=O)NCCc1ccc(OC)c(OC)c1	-13	11	-4	0.7	1.8	1	-1	-2	4
O=C1c2ccccc2C(=O)N1C/C=C/CN1C(=O)c2ccccc2C1=O	nt	4	0	-0.1	-0.8	-9	4	-20	3
Cc1cc(-c2nnc(SCC(=O)Nc3ccccc3C(F)(F)F)o2)c(C)n1-c1ccccc1	-4	-1	-4	4.1	7.9	5	6	-3	52*
CN(CC(=O)NCCc1ccc(S(N)(=O)=O)cc1)CC(=O)Nc1ccccc1Cl	2	22	4	0.4	2.0	7	-1	-1	4
CC(=O)c1sc(NC(=O)COc2ccccc2)nc1C	1	6	0	-0.6	-0.2	12	6	0	1
CC(Oc1ccc([N+](=O)[O-])cc1Cl)C(=O)Nc1ccc(C(N)=O)cc1 (stereo not drawn)	-1	3	-5	-0.8	-2.4	1	1	1	10
C=CCOc1c(Cl)cc(CNc2ccc(C)c(Cl)c2)cc1OC	nt	-5	-4	0.5	0.4	-13	-1	-7	2
CCOc1ccc(CN(C)C(=O)CCN2C(=O)c3ccccc3C2=O)cc1OC	20	17	-4	-2.3	-1.7	5	5	26	-3
Cc1c(NC(=O)C(C)C)cccc1-c1nc2ncccc2o1	-5	-6	-3	nt	0.0	nt	-4	nt	3
CCN1CCCC1CNC(=O)Cn1cnc2ccc(S(=O)(=O)N3CCC(C)CC3)cc2c1=O (stereo not drawn)	3	-45*	-5	0.4	-0.2	17	-2	7	3
C/C(=C\C(=O)c1ccc(Cl)cc1)Nc1ccc(N2CCOCC2)cc1	3	3	0	0.5	1.2	0	-3	0	1
c1ccc2c(c1)nc1n2C2(N3CCOCC3)CCCC2C1N1CCOCC1 (stereo not drawn)	-1	0	2	nt	15	nt	5	nt	47*
COc1ccc(N2C(=O)CC(N3CCN(S(=O)(=O)c4c(C)cc(C)cc4C)CC3)C2=O)cc1 (stereo not drawn)	-11	-6	-4	-0.3	0.8	-2	10	-2	6
O=C(Nc1ccccn1)c1cc2ccccc2cc1O	-1	-6	0	nt	1.9	nt	-2	nt	7
O=C1CN2C(=Nc3ccc(Cl)cc3C2c2ccccc2)CN1 (stereo not drawn)	-22	1	-4	0.0	-0.3	1	3	28	5
O=C(c1ccc(S(=O)(=O)c2ccccc2)cc1)N1CCCCCC1	11	-6	-2	0.4	0.6	-2	0	6	9
CCOC(=O)CN1C(=O)S/C(=C/c2ccc(N3CCCCC3)o2)C1=O	-5	11	-2	7.5	22	-18	-1	-4	55*
CCN(C(=O)COC(=O)c1c(C)nsc1NC)c1ccccc1	-5	-3	nt	-1.8	-0.2	-9	-6	5	31*
O=C(c1ccccn1)C1CCCN(Cc2nc(Cc3cccc(F)c3)no2)C1 (stereo not drawn)	-4	0	3	-1.3	0.2	17	-1	-6	3
Cc1ccccc1NC(=S)Nc1ccccn1	-4	-25	4	-1.4	0.8	-10	12	4	0
CCN(C(=O)CSc1nc2ccc(O)cc2c(=O)n1-c1ccc(OC)c(OC)c1)C1CCS(=O)(=O)C1 (stereo not drawn)	13	-6	-2	-0.7	-0.1	43*	-3	9	5
CC(C)C(=O)N1CCN(c2ccccc2NC(=O)c2ccc(C#N)cc2F)CC1	-3	-23	-10	-0.1	-1.6	4	-4	-12	1
COCCNC(=O)Cn1cnc2c(cnn2-c2ccc(C)cc2)c1=O	-14	5	-6	1.1	0.5	-5	1	7	1
O=C(CSCc1ccc(Cl)cc1)Nc1ccc2c(c1)OCO2	-10	-6	-5	-0.9	-0.3	1	-1	0	1
O=C(CN1CCCc2ccccc21)Nc1ccc(F)cc1[N+](=O)[O-]	5	8	1	0.8	-0.4	4	-19	-2	5
Cc1cccc(N2CCN(C(=O)C3CCN(c4ncnc5c4nc4n5CCCCC4)CC3)CC2)c1C	-8&15	-12&6	-3&-1	-0.1&-1.7	0.8&-0.5	1	14&6	10&-12	0&0
COC(=O)C1CSc2[nH]c(=O)sc2C1c1ccccc1 (stereo not drawn)	1	11	1	1.4	0.5	0	-2	-3	3
CC1CCN(S(=O)(=O)c2cccc(C(=O)NC3CCCCC3)c2)CC1	-3	2	3	0.0	1.6	-15	0	-13	7
CCOC(=O)CSc1nc(=O)n2cccc(C)c2n1	-7	-15	-7	0.6	-0.1	14	16	-10	1
O=C(Cc1ccccc1)NCc1ccc(-n2cccc2)cc1	-7	2	-2	0.4	-1.5	-14	10	6	10
COc1ccc(S(=O)(=O)Cc2ccc(C(=O)NC3CCCC3)o2)cc1	-1	-6	-8	1.1	-0.1	17	3	-3	0
O=C(NCCc1ccc(Cl)cc1)c1cnccn1	-2	1	-2	0.4	0.5	0	-3	2	-1
O=S(=O)(O)c1cc2oc(-c3ccccc3)nc2c2ccccc12	nt	8	1	0.1	0.7	7	6	-11	1
CCN(C(=O)COC(=O)c1cccc(C)c1[N+](=O)[O-])c1c(N)n(Cc2ccccc2)c(=O)[nH]c1=O	-5	-12	-8	0.2	0.3	4	-3	4	4
O=Cc1c(-c2ccc(F)cc2)nc2ccccn12	8	5	-1	-0.3	-2.9	21	22	8	5
CCn1c(COc2ccc(=O)n(-c3ccccc3)n2)nnc1SCc1ccc(C)cc1	-7	2	5	0.4	-0.2	-6	1	2	3

Entries of single compounds from above.
CCn1c(COc2ccc(=O)n(-c3ccccc3)n2)nnc1SCc1ccc(C)cc1 in the list: RXFP1 antagonist: -7; D1 antagonist: 2; D1 PAM: 5; D2 agonist: 0.4; TRHR agonist: -0.2; D2 antag: -6; TRHR PAM: 1; D2 PAM: 2; D1 ag: 3
CCN(C(=O)COC(=O)c1cccc(C)c1[N+](=O)[O-])c1c(N)n(Cc2ccccc2)c(=O)[nH]c1=O in the list: RXFP1 antagonist: -5; D1 antagonist: -12; D1 PAM: -8; D2 agonist: 0.2; TRHR agonist: 0.3; D2 antag: 4; TRHR PAM: -3; D2 PAM: 4; D1 ag: 4
O=Cc1c(-c2ccc(F)cc2)nc2ccccn12 in the list: RXFP1 antagonist: 8; D1 antagonist: 5; D1 PAM: -1; D2 agonist: -0.3; TRHR agonist: -2.9; D2 antag: 21; TRHR PAM: 22; D2 PAM: 8; D1 ag: 5

Some of these compounds in order of formula weight, low to high.
SMILES	RXFP1 antagonist	D1 antagonist	D1 PAM	D2 agonist	TRHR agonist	D2 antag	TRHR PAM	D2 PAM	D1 ag
O=Cc1c(-c2ccc(F)cc2)nc2ccccn12	8	5	-1	-0.3	-2.9	21	22	8	5
O=C(c1ccccn1)C1CCCN(Cc2nc(Cc3cccc(F)c3)no2)C1 (stereo not drawn)	-4	0	3	-1.3	0.2	17	-1	-6	3
CCn1c(COc2ccc(=O)n(-c3ccccc3)n2)nnc1SCc1ccc(C)cc1	-7	2	5	0.4	-0.2	-6	1	2	3
